Compound activity deposited in PubChem BioAssay by National Center for Advancing Translational Sciences (NCATS).
EPAC2 antag – qHTS for Antagonist of cAMP-regulated guanine nucleotide exchange factor 2 (EPAC2): primary screen | EPAC2 GEF exchange of Rap1B-BODIPY-GDP, fluorescence | Potency, µM (highest dose often 114 µM), for the others: at the top dose activity, negative = inhibition, usual class: inhibitors | 0.18% of 360,000 active; also: potency is read from the fitted curve at half-maximal effect; % is scaled to controls: 0 for no effect and ±100 for the full control effect; nearly all actives have a fitted effect of over 45% in size; many of its hits are not listed in these tables
PI5P4Ka inh – qHTS for Inhibitors of phosphatidylinositol 5-phosphate 4-kinase (PI5P4K); max response, %; 1.2% of 330,000 active; PI5P4Kalpha enzyme, ADP-Glo luminescence, 60 min; hits give low values; Phosphatidylinositol 5-phosphate 4-kinase type-2 alpha (Homo sapiens), P48426; active = max response of -50% or lower; inconclusive = between -30% and -50%; inactive = -30% or higher; also: value at the top dose of about 77 µM; % is scaled to controls: 0 for no effect and ±100 for the full control effect
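Compounds were pin-transferred onto PI5P4Kalpha and substrate in HEPES pH 7.4 buffer with EGTA, CHAPS and 5% DMSO. ATP (5 microM final) started the reaction, which ran 60 minutes at room temperature before ADP-Glo detection.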
CCT modulator – High-Throughput Screening for Modulators of Cytosolic Chaperonin Activity. purified chaperonin ATPase assay, HTRF ADP detection, 30 min. activity change, % (no concentration beside the values), hits read low. 0.3% of 360,000 active. AID 651819, 2012; in the data active = activity change below about -30%; also: % is scaled to controls: 0 for no effect and ±100 for the full control effect
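ATPase activity: ADP formed was measured by HTRF Transcreener (665/615 nm ratio) after 30 min at 37 deg C with 10 uM ATP. Compounds screened at one 76 uM concentration against 40 or 20 nM TRiC in Tris pH 7.4/KCl/MgCl2/DTT buffer.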
WRN inhibitor – qHTS for Inhibitors of WRN Helicase | Bifunctional 3'-5' exonuclease/ATP-dependent helicase WRN (Homo sapiens), Q14191 | WRN helicase unwinding, fluorescent forked duplex, kinetic | Potency, µM (series often up to 114 µM), without a hit: top-dose activity change, negative = inhibition, usual class: inhibitors | 0.46% of 360,000 active; also: potency is read from the fitted curve at half-maximal effect; % is scaled to controls: 0 for no effect and ±100 for the full control effect; nearly all actives have a fitted effect of over 55% in size
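WRN at 20 nM final was preincubated with compound for 15 min at room temperature; reaction started with 100 nM forked duplex oligonucleotide carrying fluorophore and quencher plus 2 mM ATP (final). Unwinding followed kinetically by red fluorescence (ex 525/em 598 nm).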
PLK1 PBD inh – qHTS for Inhibitors of PLK1-PDB (polo-like kinase 1 - polo-box domain): Primary Screen. Plk1 PBD binding of FITC phosphopeptide, fluorescence polarization. Potency, µM, for inactives: max response, negative = inhibition, actives largely listed as inhibitors. 2.8% of 360,000 active. AID 720504, 2013; also: potency is read from the fitted curve at half-maximal effect; series mostly up to about 57 µM; % is scaled to controls: 0 for no effect and ±100 for the full control effect; nearly all actives have a fitted effect of over 65% in size
EPAC1 antagonist – qHTS for Antagonist of cAMP-regulated guanine nucleotide exchange factor 3 (EPAC1): primary screen. Rap guanine nucleotide exchange factor 3 (Homo sapiens), O95398. EPAC1 GEF assay, Rap1b-BODIPY-GDP exchange fluorescence. Potency, µM (doses to about 115 µM), without a hit: at the highest dose activity change, negative = inhibition, usual class: inhibitors. 0.14% of 360,000 active. AID 720709, 2013;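 also: potency is read from the fitted curve at half-maximal effect; plate controls were vehicle for no effect and positive control for full effect; nearly all actives have a fitted effect of over 50% in size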
Target sequence (O95398 whole entry, looked up): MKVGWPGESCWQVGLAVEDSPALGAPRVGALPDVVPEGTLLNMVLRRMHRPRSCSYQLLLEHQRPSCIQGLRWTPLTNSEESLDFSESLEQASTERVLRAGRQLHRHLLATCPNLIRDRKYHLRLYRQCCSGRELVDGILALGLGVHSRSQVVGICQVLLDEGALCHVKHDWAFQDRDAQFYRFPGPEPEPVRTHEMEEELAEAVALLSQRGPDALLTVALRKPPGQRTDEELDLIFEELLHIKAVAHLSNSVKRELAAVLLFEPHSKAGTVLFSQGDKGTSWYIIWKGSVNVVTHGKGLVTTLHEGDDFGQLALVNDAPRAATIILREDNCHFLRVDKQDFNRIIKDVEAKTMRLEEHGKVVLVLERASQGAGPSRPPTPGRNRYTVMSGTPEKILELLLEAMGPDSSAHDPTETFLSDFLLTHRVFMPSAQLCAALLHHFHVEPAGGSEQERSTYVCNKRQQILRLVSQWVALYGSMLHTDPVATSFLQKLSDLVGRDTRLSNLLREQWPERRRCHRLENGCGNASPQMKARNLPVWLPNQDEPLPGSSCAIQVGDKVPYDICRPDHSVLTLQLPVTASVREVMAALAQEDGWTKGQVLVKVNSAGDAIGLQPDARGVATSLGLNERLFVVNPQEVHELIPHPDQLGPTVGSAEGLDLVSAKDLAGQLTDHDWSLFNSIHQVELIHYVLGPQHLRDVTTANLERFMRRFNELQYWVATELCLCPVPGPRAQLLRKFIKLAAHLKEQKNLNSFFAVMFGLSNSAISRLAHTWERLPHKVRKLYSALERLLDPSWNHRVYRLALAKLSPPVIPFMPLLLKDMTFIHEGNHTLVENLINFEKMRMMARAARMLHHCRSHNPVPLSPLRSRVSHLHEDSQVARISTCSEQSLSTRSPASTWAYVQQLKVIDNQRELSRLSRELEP
MmCpn inh – Inhibitors of TCP-1 ring complex (TRiC) of Methanococcus maripaludis (MmCpn): qHTS; Chaperonin Mm-Cpn (Methanococcus maripaludis); purified Mm-Cpn ATPase, ADP Transcreener TR-FRET; Potency, µM (titrated, usually from 76.9 µM), inactives show top-dose activity, negative = inhibition, usual class: inhibitors; 0.031% of 330,000 active; AID 504842, 2011; also: potency is read from the fitted curve at half-maximal effect; % is scaled to controls: 0 for no effect and ±100 for the full control effect; nearly all actives have a fitted effect of over 80% in size
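ATP (10 uM final) was added to archaeal chaperonin (25 nM final) after 10 min exposure to test compound at 37°C; after 30 min further incubation, ADP was detected by competitive TR-FRET.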
EPAC1 agonist – qHTS for Agonist of cAMP-regulated guanine nucleotide exchange factor 3 (EPAC1): primary screen | Rap guanine nucleotide exchange factor 3 (Homo sapiens), O95398 | Potency, µM (series often up to 154 µM), inactives show top-dose activation, hits mostly activators | 0.073% of 360,000 active | EPAC1 agonist qHTS, biochemical assay; response scale: 100% = response to 6.5 mM cAMP; also: potency is read from the fitted curve at half-maximal effect; nearly all actives have a fitted effect of over 60% in size
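Normalized to 6.5 mM cAMP, activity reflects EPAC1-catalysed release of BODIPY-GDP from Rap1B, followed kinetically over 30 min at 480 nm excitation, 540 nm emission. Reaction contained 100 nM EPAC1, 250 nM Rap1B-BODIPY-GDP, 50 uM GDP.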
* = called active by the depositor; u = inconclusive; x = not tested or not shown; [ ] = remark or other dose. Unless noted, calls follow the shape of the dose curve; as a rule, active = well fitted curve in the direction sought with a large enough effect; inconclusive = small, poorly fitted or top-dose-only effect, or another doubt; inactive = no such curve, though single readings can be large; an effect the other way counts as inactive or inconclusive.

SMILES | EPAC2 antag | PI5P4Ka inh | CCT modulator | WRN inhibitor | PLK1 PBD inh | EPAC1 antagonist | MmCpn inh | EPAC1 agonist
Cc1cccc(C)c1NC(=O)C1(C)CSCC(=O)N1Cc1ccco1 (stereo not given) | -4% | -1 | x | 2% | -5% | -3% | x | 3%
Cn1c(N)c(N2CCCCC2)c(=O)n(CC(=O)Nc2cccc(C#N)c2)c1=O | 0% | 2 | 0.7 | -6% | 5% | 5% | 0% | -4%
CC(C)(C)C1CCC(=NNc2ccc(S(N)(=O)=O)cc2[N+](=O)[O-])CC1 (stereo not given) | -8% | -9 | -0.1 | -33%[57.1 µM] | -3% | -20% | -1% | -22%
Cc1ccc(NC(=O)C(NCc2ccccn2)c2ccccc2)cc1 (stereo not given) | -5% | 1 | 1.2 | 20% | 4% | -18% | -1% | -1%
CCc1ccc(C(=O)COC(=O)CNC(=O)COc2ccccc2)cc1 | -2% | 1 | -9.8 | -8% | -16% | -19% | -1% | 3%
O=C(CSc1nc(-c2ccc(F)cc2)cs1)NCCN1C(=O)CSC1=O | u | -5 | 2.0 | 3% | -7% | 1% | -1% | 1%
CC(=O)Nc1ccc(Oc2cncc(Cl)c2)nc1 | 3% | -3 | -0.1 | -2% | 3% | 8% | 0% | -1%
COc1ccc(C(=O)CCNc2ccc3c(c2)OCCO3)cc1 | 3% | 5 | -1.9 | -4% | -6% | -6% | 2% | 6%
OC(COc1cccc2ccccc12)CN1CCN(c2ccccn2)CC1 (stereo not given) | -5% | 1 | 0.3 | -12% | -7% | 4% | 0% | 9%
CCCCOc1cccc(C(=O)Nc2ccc(NC(=O)c3cccs3)cc2)c1 | 5% | 3 | 1.3 | 10% | -4% | -8% | -1% | -8%
C=CCOc1ccc(/C=N/N2C(=O)C(CC(=O)Nc3ccc(F)cc3F)SC2=NC)cc1 (stereo not given) | -3% | -12 | -1.9 | -22% | -2% | -4% | -1% | -9%
COCc1ccc(C(=O)NC2CC(C)(C)Cc3c2cnn3-c2ccc(OC)cc2)o1 (stereo not given) | -7% | -2 | -4.6 | -3% | -10% | -13% | -2% | -2%
Cc1ccc(CC(=O)NCCS(=O)c2ccc(C)cc2)cc1 (stereo not given) | 0% | -1 | 0.3 | 2% | -3% | 2% | u | 4%
COc1ccc(OC)c(NC(=O)CSc2nnc(C3CCCCC3)n2N)c1 | -2% | 2 | -3.1 | 4% | -15% | -3% | -4% | 9%
CCCNC(=O)c1ccc(N2CCC3(CC2)CC(c2cccc(Br)c2)=NO3)c(NC(=O)c2ccco2)c1 | 10% | -5 | -3.8 | -3% | -6% | -4% | -8% | -9%
CCSc1nc2c(cnn2-c2ccc(C)cc2)c(=O)[nH]1 | -8% | -1 | 1.6 | 11% | 2% | 7% | 2% | -4%
CCOC(=O)c1ccc(NC(=O)Nc2ccc(F)cc2)cc1 | -9% | -1 | -0.2 | 1% | -3% | -6% | 0% | -2%
COc1ccc(C2=NN(C(=O)c3cccs3)C(c3ccccc3O)C2)cc1 (stereo not given) | -5% | -1 | -1.2 | 4% | -11% | -10% | -8% | 3%
CC(=O)N(c1c(C)n(C)n(-c2ccccc2)c1=O)C1(C(=O)NC2CCCCC2)CCCCC1 | 0% | 0 | 0.5 | -3% | -3% | 0% | 0% | -9%
C=CCN(Cc1ccc(Cl)s1)C(=O)CNC(=O)CNC(=O)c1ccc(Cl)cc1Cl | -9% | 8 | -2.2 | 1% | -9% | -11% | 2% | 0%
CC(=O)c1c(-c2ccccc2)c2ccccc2[nH]c1=O | -5% | 5 | -1.1 | 5% | -9% | -1% | 0% | 7%
O=C1CC(c2ccco2)CC(O)=C1C=Nc1cc(Cl)cc(Cl)c1 (stereo not given) | -7% | -29 | -0.5 | u | -13% | -24% | 1% | 9%
CCOC(=O)c1c(NC(=O)CN2CCN(c3ccc(Cl)cc3)CC2)sc(C)c1C | 0% | x | 3.0 | 2% | 0% | 16% | -4% | -5%
CC(C)C(=O)Nc1nnc(Cc2ccccc2)s1 | 5% | -4 | 0.1 | 0% | -8% | -17% | 2% | 10%
COc1cc(/C=N/NC(=O)CCc2c(C)n[nH]c2C)ccc1O | 6% | 0 | 1.0 | -4% | -19% | 0% | -1% | 2%
O=C(Cn1cccc1)N1CCN(c2ccc(F)cc2)CC1 | 2% | -1 | -1.6 | -5% | 2% | 2% | 1% | 7%
COc1cccc(/C=C(/C(=O)OCC(=O)NC2CCCCCCC2)c2ccccc2)c1 | -11% | 5 | -3.3 | -11% | -11% | -11% | 3% | 4%
COC(=O)c1cc(S(=O)(=O)NCC2CCN(Cc3ccc(F)cc3)CC2)c[nH]1 | -4% | 4 | -2.7 | 1% | -19% | -13% | 0% | 2%
COCCNC(=O)c1cc(-c2cccnc2)nc2ccc(Br)cc12 | -8% | 4 | -2.4 | -2% | -7% | -6% | -1% | 14%
CN(C(=O)c1ccccc1)C1(C)CCS(=O)(=O)C1 (stereo not given) | 2% | -10 | -0.4 | 6% | -5% | 1% | x | 5%
O=C(Cn1cnnn1)NCc1ccccc1 | 9% | 0 | 0.0 | 8% | -6% | 5% | 4% | 4%
COc1ccc(N(CCCN2C(=O)c3cccc4cccc(c34)C2=O)C(=O)c2cccc(OC)c2)cc1 | -1% | 6 | -0.6 | -13% | 0% | -4% | -1% | 2%
O=C(Nc1ccncc1)c1ccc(C(=O)Nc2ccncc2)cc1 | 1% | -1 | -1.9 | 2% | -5% | -4% | 1% | 2%
COc1ccc(CC(=O)Nc2ccc3nc(SC)sc3c2)cc1OC | 5% | -1 | -5.0 | -5%[57.1 µM] | 3% | -3% | -28% | -7%
O=c1[nH]cnc2sc(-c3ccccc3)cc12 | 2% | x | 0.3 | -23%[57.1 µM] | -8% | -3% | -11% | 9%
Nc1ccn([C@@H]2O[C@H](C(=O)NCC(F)(F)F)[C@@H](O)[C@H]2O)c(=O)n1 | 15% | -3 | 0.2 | -8% | 0% | 7% | x | -1%
O=C(COc1ccc(Cl)cc1)NCc1ccc(F)cc1 | 10% | -6 | -0.1 | 11% | 27µM* | 1% | 2% | -7%
CCn1c(SCC(=O)Nc2ccc3c(c2)OCO3)nnc1C1CC1 | 2% | 1 | -1.2 | 6% | -8% | -4% | -2% | 4%
COc1ccc(C2CC(c3ccc(Cl)cc3Cl)Nc3nc(N)nn32)cc1OC (stereo not given) | -10% | 3 | -1.2 | 3% | u | -28% | 2% | -2%
O=C(c1ccc(Cl)c([N+](=O)[O-])c1)N1CCN(c2ccccc2)CC1 | -3% | 0 | -0.7 | 4% | -12% | -1% | 1% | -3%
COc1ccccc1C1CC(c2ccc(NS(C)(=O)=O)cc2)=NN1C(=O)c1ccccc1 (stereo not given) | -26% | 3 | -2.6 | -3% | -8% | -26% | -1% | 14%
CCc1nnc(NC(=O)c2ccc(OCc3c(C)noc3C)c(OC)c2)s1 | -7% | -3 | 0.1 | 7% | 0% | 5% | 1% | -15%
CCOC(=O)c1c(NC(=O)CSc2nnc(Cc3csc(N)n3)n2C)sc(C)c1C | 2% | x | 1.3 | -6% | -8% | 4% | -16% | -2%
Cc1ccc(CN2C3=NC(=O)CN3c3ccccc32)cc1 | 4% | 0 | -1.8 | 4% | -8% | -13% | x | 3%
Cc1cc(-c2nnc(SCC(=O)Nc3cccc(F)c3)n2N)n[nH]1 | 6% | -2 | 0.6 | 4% | 1% | 4% | -2% | 8%
COC(=O)C1(C)NC(c2ccc(C)cc2)C2C(=O)N(c3ccc(F)cc3)C(=O)C21 (stereo not given) | -3% | 3 | 1.2 | 0% | 6% | 13% | 1% | 3%
Cn1c(C(=O)N2CCCC(Nc3ccc(F)cc3)C2)cc2ccccc21 (stereo not given) | 0% | -4 | 1.6 | 2% | -5% | 9% | -1% | -10%
CCOc1ccc(S(=O)(=O)n2ccc(C)n2)c2ccccc12 | u | 14 | -2.3 | -21% | -12% | -27% | -1% | 12%

As a working copy, some entries already given:
SMILES | EPAC2 antag | PI5P4Ka inh | CCT modulator | WRN inhibitor | PLK1 PBD inh | EPAC1 antagonist | MmCpn inh | EPAC1 agonist
Cc1cccc(C)c1NC(=O)C1(C)CSCC(=O)N1Cc1ccco1 (stereo not given) | -4% | -1 | x | 2% | -5% | -3% | x | 3%
Cn1c(N)c(N2CCCCC2)c(=O)n(CC(=O)Nc2cccc(C#N)c2)c1=O | 0% | 2 | 0.7 | -6% | 5% | 5% | 0% | -4%
CC(C)(C)C1CCC(=NNc2ccc(S(N)(=O)=O)cc2[N+](=O)[O-])CC1 (stereo not given) | -8% | -9 | -0.1 | -33%[57.1 µM] | -3% | -20% | -1% | -22%
Cc1ccc(NC(=O)C(NCc2ccccn2)c2ccccc2)cc1 (stereo not given) | -5% | 1 | 1.2 | 20% | 4% | -18% | -1% | -1%
CCc1ccc(C(=O)COC(=O)CNC(=O)COc2ccccc2)cc1 | -2% | 1 | -9.8 | -8% | -16% | -19% | -1% | 3%
O=C(CSc1nc(-c2ccc(F)cc2)cs1)NCCN1C(=O)CSC1=O | u | -5 | 2.0 | 3% | -7% | 1% | -1% | 1%
CC(=O)Nc1ccc(Oc2cncc(Cl)c2)nc1 | 3% | -3 | -0.1 | -2% | 3% | 8% | 0% | -1%
COc1ccc(C(=O)CCNc2ccc3c(c2)OCCO3)cc1 | 3% | 5 | -1.9 | -4% | -6% | -6% | 2% | 6%
OC(COc1cccc2ccccc12)CN1CCN(c2ccccn2)CC1 (stereo not given) | -5% | 1 | 0.3 | -12% | -7% | 4% | 0% | 9%

An excerpt; count on the stated rates, not on these rows.
